# FAS-TE inh – inhibitors of human fatty acid synthase thioesterase domain. P49327. inhibition, % at 15 µM. recombinant FAS-TE, OMFH fluorogenic substrate, fluorescence endpoint. 360,000 compounds, 0.67% hits;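 active = compounds whose normalised, plate-corrected inhibition of enzyme fluorescence in the single-dose primary screen is 50% or more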;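 also: 0% = DMSO with enzyme and 100% = substrate without enzyme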
# Rpn11 inh – blocks the human proteasome subunit Rpn11. 360,000 compounds, 0.59% hits. AID 588493. O00487. human 26S proteasome, Ub4-pepOG fluorescence polarization; 20S core pre-blocked with epoxomicin. calls only at 20 µM;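 active = inhibition at 20 µM, scaled to each plate's controls, above about 33%, limit read from the data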
# MT1-MMP act inh – inhibitors of human MT1-MMP activation | HT1080 RFP-PRO-GFP cells, GFP/RFP ratio fluorescence, overnight; percent of plate control window, DMSO zero | GFP/RFP ratio change, % at 20 µM | 360,000 compounds, 0.061% hits | AID 651647;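 active = GFP/RFP ratio change of at least 30% with cell ATP level not reduced by more than half and red fluorescence within 50% of control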; also: strong numbers were not always called active
#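 Material: RFP-PRO-GFP reporter HT1080 cells. Dosing: single-point 20 µM compound, 1% DMSO. Controls: DMSO and RFP-L50D-GFP cell wells. Timing: cells overnight before dosing, compound overnight, 37 °C, 5% CO2. Measure: GFP/RFP fluorescence ratio.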
# CSN deneddyl inh – inhibitors of human CSN-mediated cullin deneddylation; AID 651999; Purified CSN, SCF-Nedd8-OG deneddylation, fluorescence polarization; 360,000 compounds, 0.38% hits; inhibition, % at 12.5 µM; Q92905;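 active = pattern-corrected inhibition above about 35%, with an unprinted fluorescence ratio check between 0.5 and 1.5, limit read from the data, passing the limit was not always enough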;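 also: 0% = enzyme with substrate and 100% = substrate without enzyme; some results filed as inactive read as strong as hits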
# Target sequence (Q92905 whole entry, looked up, one chain of several): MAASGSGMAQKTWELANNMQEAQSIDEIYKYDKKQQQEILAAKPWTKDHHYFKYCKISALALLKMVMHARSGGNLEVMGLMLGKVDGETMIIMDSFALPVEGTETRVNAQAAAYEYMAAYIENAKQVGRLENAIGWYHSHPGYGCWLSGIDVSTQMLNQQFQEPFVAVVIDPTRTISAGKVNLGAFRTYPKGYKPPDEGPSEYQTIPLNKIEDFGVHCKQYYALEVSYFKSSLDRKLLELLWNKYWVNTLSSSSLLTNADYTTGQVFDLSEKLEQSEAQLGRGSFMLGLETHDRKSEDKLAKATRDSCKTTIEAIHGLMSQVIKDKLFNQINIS
#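 Assay system: Purified human Csn5 enzyme expressed in HEK293T cells | Amount: Enzyme 0.24 nM | Measured by: Fluorescence polarization readout | Medium: Tris/NaCl/DTT buffer, pH 7.5 | Compound dosing: One concentration, 12.5 µM, 0.25% DMSO | Times: 90 min incubation of compound, enzyme and substrate at room temperature | Control set: no-enzyme wells high, enzyme-with-substrate wells low | Read-out: % inhibition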
# PABP1 MLLE inh – blocks PAM2 peptide binding to the PABP1 MLLE domain. P11940. GST-MLLE / FITC-PAM2 fluorescence polarization. inhibition, % at 20 µM. 360,000 compounds, 0.36% hits. AID 588489; in the data active = inhibition above about 35%, passing the limit was not always enough;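 also: plate controls were DMSO wells with GST-MLLE for no effect and wells lacking GST-MLLE protein for full effect; some results filed as inactive read as strong as hits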
# Rin1-Abl PPI inh – blocks binding of human Rin1 to Abl. TR-FRET Rin1/Abl binding, biochemical. AID 588664. 360,000 compounds, 0.4% hits. inhibition, % at 7.35 µM; in the data active = inhibition above about 5%, passing the limit was not always enough
# NadD inh – inhibitors of Staphylococcus aureus NadD. purified NadD enzyme, colorimetric absorbance read-out. inhibition, % at 20 µM. 360,000 compounds, 0.78% hits; in the data active = inhibition above about 26%; also: some compounds past the cut are filed as inactive
# SKN-1 inh – inhibitors of C. elegans SKN-1; C. elegans VP596 Pgst-4::GFP/RFP ratio, acrylamide-induced, 24 h; 360,000 compounds, 0.49% hits; inhibition, % at 21.8 µM;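 active = interference check ratio from 0.5 to 1.5 plus GFP to RFP signal ratio inhibition reaching or exceeding a fixed threshold, cut at about 30% in these data, passing the limit was not always enough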; also: some compounds called inactive have numbers as strong as hits
# Neddylation inh – cullin neddylation inhibition; P61081+Q13564; TR-FRET cullin neddylation, biochemical; calls only at 25 µM; 360,000 compounds, 0.58% hits; AID 651699; in the data active = inhibition above about 36%
# Target sequence (P61081 whole entry, looked up): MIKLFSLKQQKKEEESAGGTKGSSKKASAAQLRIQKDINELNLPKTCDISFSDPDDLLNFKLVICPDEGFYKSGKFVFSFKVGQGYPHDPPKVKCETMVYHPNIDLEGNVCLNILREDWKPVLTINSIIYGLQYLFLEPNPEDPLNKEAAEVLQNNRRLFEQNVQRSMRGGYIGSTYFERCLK
# Target sequence (Q13564 whole entry, looked up): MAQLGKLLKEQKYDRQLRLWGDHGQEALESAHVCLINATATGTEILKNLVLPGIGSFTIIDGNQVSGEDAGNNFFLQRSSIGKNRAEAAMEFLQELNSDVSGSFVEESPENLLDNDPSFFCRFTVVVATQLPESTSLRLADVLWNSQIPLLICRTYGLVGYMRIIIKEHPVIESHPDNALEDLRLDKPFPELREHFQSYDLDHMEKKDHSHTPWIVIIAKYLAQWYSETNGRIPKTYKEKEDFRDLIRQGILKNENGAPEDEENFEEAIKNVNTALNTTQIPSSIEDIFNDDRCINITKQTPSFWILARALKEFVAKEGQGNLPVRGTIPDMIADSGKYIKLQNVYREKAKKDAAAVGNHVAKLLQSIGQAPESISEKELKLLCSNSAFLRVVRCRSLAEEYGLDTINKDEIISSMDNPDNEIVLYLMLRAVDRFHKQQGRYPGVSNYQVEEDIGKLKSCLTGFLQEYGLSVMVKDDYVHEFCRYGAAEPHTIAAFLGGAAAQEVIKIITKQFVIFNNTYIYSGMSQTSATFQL
# Starred values were filed as active, the others as inactive; i = inactive; . = not tested or not shown.
no.	Structure	FAS-TE inh	Rpn11 inh	MT1-MMP act inh	CSN deneddyl inh	PABP1 MLLE inh	Rin1-Abl PPI inh	NadD inh	SKN-1 inh	Neddylation inh
1	O=C(NCc1ccco1)C(c1cccs1)N(Cc1ccccc1)C(=O)Cn1nnc2ccccc21 (centres undefined)	4	i	-2	3	-4	-1	-6	-3	i
2	CCOc1cc(C=O)ccc1OCCSc1ccc(C)cc1	30	i	1	-2	0	0	0	11	i
3	O=C(Nc1ccc2c(c1)OCO2)c1cc(Cl)ccn1	-2	i	3	5	-22	4	5	14	i
4	COc1ccccc1C1C=C(c2ccccc2)Nc2nnnn21 (centres undefined)	4	i	0	2	-15	-6	-2	-19	.
5	Cc1cc2cc3c(cc2nc1SCC(=O)OC(C)C)OCCO3	23	i	-3	-3	1	-20	-2	23	i
6	NS(=O)(=O)c1ccc(NC2=CC(=O)C(=O)c3ccccc32)cc1	6	i	10	11	25	1	7	4	i
7	Cc1ccc(S(=O)(=O)CC(=O)c2ccc3c(c2)OCCO3)cc1	0	i	0	5	-1	2	-3	-1	i
8	Cc1nc([N+](=O)[O-])cn1CC(=O)c1ccc(Br)cc1	-4	i	3	-4	6	-2	-1	14	i
9	COc1ccc(CN(Cc2ccc(C(=O)O)cc2)C(=S)Nc2ccccc2C)cc1OC	-6	i	-1	-3	17	0	7	5	i
10	CC(C)(C)CC(C)(C)n1nnnc1N	-2	i	0	-4	12	3	1	-9	i
11	CC(=O)c1c(C)[nH]c(C)c1C(C)=O	-4	i	3	0	10	-3	-5	3	i
12	COc1cccc(NC(=O)CN(C)C(=O)c2ccccc2CCc2ccccc2)c1	23	i	4	5	-9	-1	-5	13	i
13	O=[N+]([O-])c1cccc(NC(=S)N2CCOCC2)c1	3	i	2	3	-19	4	-3	0	i
14	CC(C)N(Cc1ccccc1)C(=O)c1cccs1	-2	i	1	-2	-6	0	-2	-3	i
15	CN(Cc1c(C(=O)N/N=C/c2cccc(F)c2)nnn1-c1nonc1N)c1ccccc1	12	i	0	-1	11	-1	0	-5	i
16	O=C(CNc1cccc(C(F)(F)F)c1)N/N=C/c1cn(-c2ccccc2)nc1-c1ccccc1	14	i	6	-9	3	0	12	-10	i
17	CCCCN(C(=O)C1CCC1)c1c(N)n(Cc2ccccc2)c(=O)[nH]c1=O	-4	i	-3	6	-6	-4	7	2	i
18	Cc1ccc(CNC(=O)CCNS(=O)(=O)c2ccc(C)cc2)cc1	-4	i	-11	-7	-7	1	1	-1	i
19	Cc1ccc(C)c(S(=O)(=O)N/N=C2/CCCc3ccccc32)c1	11	i	-3	3	-2	-2	11	-10	i
20	COC(=O)/C=C(\C)NC(=O)c1ccccc1Cl	9	i	3	2	16	6	-5	1	i
21	O=C(CCNC(=O)c1ccc(Br)cc1)Nc1nccs1	-4	i	-1	0	-8	-2	3	3	i
22	Cc1cc(NC(=O)COn2nnc3ccccc32)no1	-4	i	4	-7	-7	-3	5	6	i
23	CC1CCCCN1C(=O)CN1CCN(S(=O)(=O)c2ccc(Br)cc2Cl)CC1 (centres undefined)	0	i	7	-3	-5	3	0	0	i
24	CCCCNC(=O)C1(C)CCN1C(=O)c1ccc2sccc2c1 (centres undefined)	-8	i	2	7	6	-2	-5	19	i
25	CCNC(=S)N1CCN(CCN=CC2=C(O)CC(C)(C)CC2=O)CC1	-2	i	1	1	-92	-2	2	1	i
26	Cc1ccccc1/C=C1\OC(=O)c2ccccc21	16	i	1	-1	2	-1	-9	-6	i
27	O=C(c1ccc(CNS(=O)(=O)c2ccc(Br)cc2)cc1)N1CCCCCC1	0	i	-1	-1	-4	3	-2	-6	i
28	CCC1(C(=O)O)NC(c2cccc(OC)c2O)C2C(=O)N(c3ccccc3)C(=O)C21 (centres undefined)	-5	i	1	-5	-12	-5	-6	6	i
29	CCOC(=O)c1c(NC(=O)CSc2nc3ccccc3[nH]2)sc2c1CC(C)(C)NC2(C)C	-2	i	-2	-1	-39	2	-11	7	i
30	Cc1cc(C)n(Cc2ccc(Cl)cc2Cl)c(=O)c1S(=O)(=O)c1ccccc1	23	i	-4	7	-4	0	3	-12	i
31	CCc1ccc(N(C(=O)c2ccco2)C(C(=O)NC2CCCC2)c2ccco2)cc1 (centres undefined)	41	i	-3	3	6	0	1	-13	i
32	O=C(CN1CCN(C/C=C/c2ccccc2)CC1)NCc1ccc(Cl)cc1	2	i	-6	0	-6	1	-10	-1	i
33	O=C(CCSc1ccccc1)N1CCN(c2ccccc2F)CC1	5	i	3	2	8	6	4	1	i
34	CC(C)(C)OC(=O)N1CCCC(C(=O)Nc2ccc(C(=O)NCCc3ccccc3)cc2)C1 (centres undefined)	-6	i	5	-2	9	-4	-3	-12	i
35	Cc1ccc(-c2cn3c(=S)[nH]nc3s2)cc1	-12	i	-3	2	-3	-2	6	-8	i
36	CNC(=O)c1cc2ccccc2o1	-6	i	2	-1	2	1	-1	6	i
37	O=C(Nc1ccccc1)C1=C[C@H](c2ccc3c(c2)OCO3)C[C@H](OCCCCO)O1	1	i	-37	-1	1	3	-2	-4	i
38	COc1cccc(C(=O)COC(=O)CCC(=O)c2ccccc2)c1	6	i	0	1	5	1	-10	-13	i
39	CCOc1cc(C2C(C(=O)N3CCCCC3)=C(C)NC3=C2C(=O)CCC3)cc(Br)c1O (centres undefined)	-1	i	-6	3	-8	1	12	3	i
40	COc1ccc(OCC(=O)NNC(=O)c2ccc3c(=O)n4c(nc3c2)CCC4)cc1	-4	i	0	-1	19	-1	-6	-11	i
41	CCCN(CC(=O)Nc1ccc(F)c(F)c1F)C(=O)c1ccc2c(c1)NC(=O)CS2	28	i	2	3	-6	2	-3	-13	i
42	Nn1c(SCC(=O)NC2CCS(=O)(=O)C2)nnc1-c1cccs1 (centres undefined)	-6	i	-2	1	-2	-1	-5	6	i
43	COc1ccc(C(=O)CSC2=C(C#N)C3(CCCCC3)C(C#N)=C(N)N2)cc1	6	i	-1	2	12	-1	2	4	i
44	CCCNC(=O)COC(=O)/C=C/c1ccco1	-11	i	-2	-1	2	-1	7	-7	i
45	COc1ccc(C(O)c2nc(-c3ccccc3C)cs2)cc1 (centres undefined)	4	i	-2	-3	11	1	-5	8	i
46	CCOc1ccc(S(=O)(=O)NCc2ccccn2)cc1	-10	i	2	7	-9	-1	1	0	i
47	CCCCn1nnnc1C(c1cccc2ccccc12)N1CCN(C/C=C/c2ccccc2)CC1 (centres undefined)	19	i	-4	2	-2	0	0	11	i
48	O=C(COC(=O)c1n[nH]c2ccccc12)c1cccc(Br)c1	-8	i	1	-1	-2	3	-9	8	i
49	O=C(O)c1cccc(S(=O)(=O)N2CCN(S(=O)(=O)c3ccc4ccccc4c3)CC2)c1	-4	i	5	-3	6	2	-6	12	i
50	CCn1c(=O)n(CC)c2cc(N)ccc21	-5	i	-6	-3	3	-2	-1	-1	i

# (cont.)
no.	Structure	FAS-TE inh	Rpn11 inh	MT1-MMP act inh	CSN deneddyl inh	PABP1 MLLE inh	Rin1-Abl PPI inh	NadD inh	SKN-1 inh	Neddylation inh
51	C[C@]12c3[nH]c4ccc(Cl)cc4c3CCN1C(=O)[C@@H](CC(=O)NCCc1ccccn1)C[C@@H]2C(=O)N1CCCCC1	0	i	3	4	-10	0	1	15	i
52	CCOC(=O)c1ccc(NC(=O)COc2ccccc2CNCCO)cc1	-8	i	1	0	4	13*	-5	-3	i
53	O=C(NC1=NCCS1)c1cc(-c2ccc(-c3ccccc3)cc2)nc2ccccc12	34	i	8	0	1	3	21	7	i
54	CCC(=O)Nc1cccc(C2=NOC3(C2)C[C@@H](C(N)=O)N(C(=O)COc2ccc(Cl)cc2)C3)c1 (some centres undefined)	-2	i	3	-2	-3	1	3	12	i
55	Cc1cccc(C)c1OCC(=O)Nc1c(C)nn(C)c1C	-2	i	0	1	4	3	0	5	i
56	Oc1ccc(/C=N/Nc2nc(N3CCCC3)nc(N3CCCC3)n2)cc1O	-9	i	1	2	5	-4	6	-1	i
57	O=C(Nc1ccc(N2CCCC2)cc1)C(Cl)c1ccccc1 (centres undefined)	-6	i	7	5	13	3	12	12	i
58	COc1cccc(N2CCN(S(=O)(=O)c3cc4c(cc3Cl)NC(=O)CO4)CC2)c1	-3	i	1	0	-9	0	0	4	i
59	CC1CCCCC1NC(=O)COc1cccnc1[N+](=O)[O-] (centres undefined)	-5	i	-1	1	2	3	-4	6	i
60	S=c1[nH]nc(COc2ccccc2)n1/N=C/c1ccc(Cl)cc1Cl	6	i	-3	-5	-115	0	6	-13	i
61	Cc1occc1C(=O)N1CCN(C(=O)C2CCCO2)CC1 (centres undefined)	-5	i	-2	4	4	0	1	-3	i
62	COc1ccc(N=C2CCS(=O)(=O)c3sccc32)cc1	-4	i	0	-2	-14	1	-4	-10	i
63	CCCS(=O)(=O)N1CCc2ccc(NC(=O)C3CCCO3)cc2C1 (centres undefined)	-2	i	1	2	7	0	1	1	i

# Molecules shown so far that contain an aryl methoxy group:
no.	Structure	FAS-TE inh	Rpn11 inh	MT1-MMP act inh	CSN deneddyl inh	PABP1 MLLE inh	Rin1-Abl PPI inh	NadD inh	SKN-1 inh	Neddylation inh
4	COc1ccccc1C1C=C(c2ccccc2)Nc2nnnn21 (centres undefined)	4	i	0	2	-15	-6	-2	-19	.
9	COc1ccc(CN(Cc2ccc(C(=O)O)cc2)C(=S)Nc2ccccc2C)cc1OC	-6	i	-1	-3	17	0	7	5	i
12	COc1cccc(NC(=O)CN(C)C(=O)c2ccccc2CCc2ccccc2)c1	23	i	4	5	-9	-1	-5	13	i
28	CCC1(C(=O)O)NC(c2cccc(OC)c2O)C2C(=O)N(c3ccccc3)C(=O)C21 (centres undefined)	-5	i	1	-5	-12	-5	-6	6	i
38	COc1cccc(C(=O)COC(=O)CCC(=O)c2ccccc2)c1	6	i	0	1	5	1	-10	-13	i
40	COc1ccc(OCC(=O)NNC(=O)c2ccc3c(=O)n4c(nc3c2)CCC4)cc1	-4	i	0	-1	19	-1	-6	-11	i
43	COc1ccc(C(=O)CSC2=C(C#N)C3(CCCCC3)C(C#N)=C(N)N2)cc1	6	i	-1	2	12	-1	2	4	i
45	COc1ccc(C(O)c2nc(-c3ccccc3C)cs2)cc1 (centres undefined)	4	i	-2	-3	11	1	-5	8	i
58	COc1cccc(N2CCN(S(=O)(=O)c3cc4c(cc3Cl)NC(=O)CO4)CC2)c1	-3	i	1	0	-9	0	0	4	i
62	COc1ccc(N=C2CCS(=O)(=O)c3sccc32)cc1	-4	i	0	-2	-14	1	-4	-10	i

# Printed as active in Rin1-Abl PPI inh, of those listed so far:
cpd	canonical_smiles	Rpn11 inh	MT1-MMP act inh	CSN deneddyl inh	PABP1 MLLE inh	Rin1-Abl PPI inh	NadD inh	SKN-1 inh	Neddylation inh
52	CCOC(=O)c1ccc(NC(=O)COc2ccccc2CNCCO)cc1	i	1	0	4	13*	-5	-3	i

# Assay outcomes (PubChem BioAssay)
